Screening results: PubChem, several laboratories
GRK2 inh – human GRK2 inhibition via aptamer displacement; P25098; bead flow cytometry, FAM-aptamer displacement from GRK2; 330,000 tested, 0.59% active; inhibition of aptamer binding, % at 10 µM;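 active = inhibition of aptamer binding above 40%, roughly 3 SD of noise, on plates passing a quality check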;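 note: median bead fluorescence of bound FAM aptamer so fluorescent compounds give negative values; no value below 0 was filed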
GLD-1 TGE inh – GLD-1-TGE RNA interaction inhibition (C. elegans). Q17339. purified GLD-1 + fluorescein TGE RNA, fluorescence polarization. 320,000 tested, 0.44% active. inhibition, % at 5.96 µM;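 active = percent inhibition above a per-plate cutoff, the plate mean of test compounds plus 3 SD, cut at about 30% in these data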;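 note: 0% = DMSO wells with GLD-1 and probe and 100% = wells lacking GLD-1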
Target sequence (Q17339 whole entry, looked up): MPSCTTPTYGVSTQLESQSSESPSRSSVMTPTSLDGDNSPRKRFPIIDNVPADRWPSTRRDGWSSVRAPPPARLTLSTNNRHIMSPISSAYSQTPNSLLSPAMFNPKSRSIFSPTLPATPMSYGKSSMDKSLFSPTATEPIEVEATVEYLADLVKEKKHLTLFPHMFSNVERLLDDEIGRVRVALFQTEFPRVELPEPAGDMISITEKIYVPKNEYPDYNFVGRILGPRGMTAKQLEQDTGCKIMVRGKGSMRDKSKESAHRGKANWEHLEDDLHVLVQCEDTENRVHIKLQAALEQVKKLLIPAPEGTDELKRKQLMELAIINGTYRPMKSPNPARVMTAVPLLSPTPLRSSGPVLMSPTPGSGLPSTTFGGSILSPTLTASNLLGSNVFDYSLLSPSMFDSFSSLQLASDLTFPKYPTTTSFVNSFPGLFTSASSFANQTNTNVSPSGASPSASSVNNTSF
MCL1 BIM primary – disrupts human MCL1 binding to BIM-BH3 peptide; 320,000 tested, 0.68% active; GST-MCL1 / FITC-Bim-BH3 fluorescence polarization; Q07820; inhibition, % at 10.9 µM;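 active = inhibition above the mean inhibition of all tested compounds plus 3 SD, set per campaign, cut at about 40% in these data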;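 note: 0% = DMSO wells and 100% = unlabeled Bim-BH3 peptide control; higher means more loss of mP so more displacement of Bim peptide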
Target sequence (Q07820 whole entry, looked up): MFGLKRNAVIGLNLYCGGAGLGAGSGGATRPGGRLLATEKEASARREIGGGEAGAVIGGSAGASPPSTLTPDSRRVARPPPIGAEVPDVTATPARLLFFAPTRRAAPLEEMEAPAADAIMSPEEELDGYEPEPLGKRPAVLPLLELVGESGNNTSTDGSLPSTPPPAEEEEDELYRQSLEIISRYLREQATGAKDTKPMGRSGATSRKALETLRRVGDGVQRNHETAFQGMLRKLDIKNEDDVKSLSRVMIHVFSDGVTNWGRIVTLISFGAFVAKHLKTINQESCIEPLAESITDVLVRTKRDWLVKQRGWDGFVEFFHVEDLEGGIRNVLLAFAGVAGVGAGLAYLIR
MEX-5 binding – C. elegans MEX-5 TCR-2 RNA binding activity; Q9XUB2; MEX-5/FITC-TCR2 RNA binding, fluorescence polarization; active compounds read low; 300,000 tested, 0.38% active; activity score (negative = inhibition of binding), % at 10 µM; AID 1832;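 active = inhibition past about -25% in most replicates, and total fluorescence under double the plate's negative control median, limit read from the data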;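 note: 0% = DMSO and -100% = 5 µM competing unlabeled TCR2 RNA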
Efflux pump inh – blocks antifungal efflux pumps in multiplex yeast assay | S. cerevisiae Candida pump triplex, Nile Red efflux | inhibition, % at 10 µM | 330,000 tested, 0.44% active | AID 485275;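 active = plate passing quality check with inhibition over a set limit, or well fluorescence over plate mean plus 4 SD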;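 note: Nile Red retained in pooled yeast measured as flow cytometry median fluorescence; 0% = buffer negative control and 100% = Enniatin B positive control; higher means more Nile Red kept so more efflux inhibition; some compounds called inactive have numbers as strong as hits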
PME-1 primary – PME-1 (human) inhibition; AID 2130; recombinant PME-1, FP-Rh probe fluorescence polarization; inhibition, % at 5.9 µM; 320,000 tested, 0.53% active;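 active = inhibition above the campaign mean of all compounds plus 3 SD, cut at about 26% in these data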;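 note: competitive labeling of PME-1 active site by serine hydrolase directed probe; 0% = PME-1 with DMSO and 100% = wells lacking PME-1 enzyme; inhibitors block probe labeling so polarization falls and inhibition rises; many of its hits are not listed in these tables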
Fam108B inh – counter-screen for RBBP9 inhibitors: inhibitors of mouse Fam108B; recombinant Fam108B, FP-Rh probe fluorescence polarization; inhibition, % at 9.51 µM; 300,000 tested, 0.33% active; AID 1947;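 active = inhibition above the screen mean inhibition plus 3 SD, computed separately per campaign, cut at about 18% in these data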;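 note: inhibitors lower polarization as less probe binds the enzyme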
Bcl-xL primary – Bcl-xL (human) inhibition | GST-Bcl-xL / FITC-Bim BH3 peptide fluorescence polarization | inhibition, % at 10.9 µM | 320,000 tested, 0.7% active | AID 2129;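 active = inhibition above the mean of all tested compounds plus 3 SD, cutoff set per campaign, cut at about 30% in these data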;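 note: 0% = DMSO wells and 100% = unlabeled Bim-BH3 peptide competitor; inhibitors lower millipolarization by displacing the labeled peptide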
Target sequence (Q07817 whole entry, looked up): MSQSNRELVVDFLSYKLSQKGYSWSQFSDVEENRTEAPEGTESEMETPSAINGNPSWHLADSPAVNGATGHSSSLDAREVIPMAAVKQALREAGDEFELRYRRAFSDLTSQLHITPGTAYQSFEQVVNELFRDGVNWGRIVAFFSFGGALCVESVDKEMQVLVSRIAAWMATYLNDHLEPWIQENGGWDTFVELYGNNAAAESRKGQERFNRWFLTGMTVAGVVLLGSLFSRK
VLA-4 inh – inhibition in a human VLA-4 binding assay. P13612. AID 2557. 330,000 tested, 0.2% active. VLA-4 expressing cells, ligand binding flow cytometry. inhibition, % (about 7 µM as worked out from the volumes in the protocol); in the data active = inhibition above about 50%
Starred values were filed as active, the others as inactive; / = no result given. Some of the compounds tested (hit frequency here may not be typical).

SMILES	GRK2 inh	GLD-1 TGE inh	MCL1 BIM primary	MEX-5 binding	Efflux pump inh	PME-1 primary	Fam108B inh	Bcl-xL primary	VLA-4 inh
O=S(=O)(c1ccccc1)C1(C2CC(c3ccccc3)=NO2)CC(O)C1 (stereo not drawn)	0	-2	1	1.8	-0.2	6	5	3	14
Cc1cc(C)nc(Nc2ccc(C)c([N+](=O)[O-])c2)n1	1	3	-3	-1.0	-0.1	1	-1	-1	-14
Cc1ccc(CNC(=O)COC(=O)Cc2ccc(-c3ccccc3)cc2)cc1	0	-2	-3	-1.7	0.4	-8	-3	-2	-3
CC(C)(C)c1ccc(NC(=O)COC(=O)c2ccc(CN3CCCC3=O)cc2)cc1	3	5	-5	/	0.4	-6	/	3	7
CC(OC(=O)c1ccco1)C(=O)NCc1ccc2c(c1)OCO2 (stereo not drawn)	0	-9	-2	-1.6	0.0	-3	2	1	-9
CC(C)CC(=O)NC(c1cccs1)c1ccc2cccnc2c1O (stereo not drawn)	0	4	14	-1.6	0.0	-5	-1	7	-2
Cc1nc([N+](=O)[O-])cn1CC(=O)c1ccc(OC(F)(F)F)cc1	0	-3	9	1.4	0.4	-11	-8	1	17
O=C(NC(=S)Nc1ccc(N2CCCC2)cc1)c1ccccc1[N+](=O)[O-]	0	2	8	2.0	0.1	-2	9	6	11
CNC(=O)C1CC(=O)N(Cc2ccc3c(c2)OCO3)C(=Nc2ccc(F)cc2)S1 (stereo not drawn)	3	2	6	0.8	0.0	2	2	2	6
N#Cc1ccccc1OCC(=O)N1CCN(S(=O)(=O)c2ccc(Cl)cc2)CC1	4	-1	1	/	0.2	9	/	0	-11
COCCn1c(SCC(=O)Nc2cccc(OC)c2)nnc1-c1ccccc1	0	1	5	1.7	-0.2	2	-2	8	8
O=C(CNS(=O)(=O)c1cccc(Cl)c1)Nc1ccc(-c2nc3ccccc3s2)cc1	0	-13	-9	-0.7	0.7	-30	-27	-10	-13
Cn1cc(CN2CCC(n3nccc3NC(=O)c3ccccc3Cl)CC2)c2ccccc21	0	-2	1	-4.1	0.0	2	2	-3	21
CCCOc1ccc2oc(=O)c3c(c2c1)CCCN3C(=O)CN1CCN(C(=O)c2ccco2)CC1	0	5	6	0.1	0.1	5	2	4	5
CC(C)N(Cc1nc(-c2ccccc2)no1)C(=O)c1ccc([N+](=O)[O-])cc1	1	-5	4	-3.2	0.0	2	5	3	-2
COc1ccc(NC(=O)/C=C/C(=O)O)c([N+](=O)[O-])c1	2	-4	10	-0.5	0.4	2	3	7	5
O=C(O)CSc1nnc(Cc2ccccc2)n1-c1ccccc1	0	-1	-11	-2.1	0.0	2	-3	-9	23
CCc1ccc(C(C)NC(=O)C2CCCC2)cc1 (stereo not drawn)	2	12	8	-0.6	0.2	-11	1	1	-17
Nc1nnc(SCC(=O)OCc2ccc(Cl)c(Cl)c2)s1	2	1	8	0.9	-0.1	-8	-1	7	7
COc1ccc2[nH]c3c(=O)n4c(nc3c2c1)SCC4	3	6	-2	1.9	-0.2	7	0	1	12
Cc1ccc(NC(=O)c2nc[nH]c2C(=O)N2CCOCC2)c(C(=O)c2ccccc2)c1	5	0	2	1.6	-0.2	-1	0	-2	-1
O=c1cc(-c2ccccc2)[nH]c2cc(F)ccc12	0	-1	5	-0.9	0.1	3	-2	3	7
CCOc1ccc(-c2[nH]ncc2-c2ccc(Cl)cc2)c(O)c1	4	3	6	-4.2	0.0	6	10	4	2
COc1ccc(NC(=O)CN2CCN(C(C)=O)CC2)cc1S(=O)(=O)N1CCOCC1	1	3	/	/	0.2	/	/	/	13
Cc1ccc(C(=O)NCCc2ccccc2)cc1N1CCCC1=O	0	4	8	/	0.0	6	-1	4	-5
CCCCC(c1nnnn1CCOC)N1CCN(CC)CC1 (stereo not drawn)	0	1	-8	/	0.4	-1	-2	-3	0
CCC1=[N+](CC(=O)c2ccc(Br)cc2)CCn2c(C)ccc21	1	-4	-2	-1.0	0.4	0	-1	1	11
O=C(Cc1ccc([N+](=O)[O-])cc1)N/N=C/c1cccnc1	1	0	-7	0.6	0.0	0	3	0	-9
C=C(C)C(=O)N1CC2(CC(c3cccc(NC(=O)CCCCC)c3)=NO2)C[C@H]1C(N)=O (stereo partly drawn)	8	10	13	-0.4	0.0	0	0	4	10
Cc1ccc(CNC(=O)C2CCCN(c3nc(C)cc(C)n3)C2)cc1 (stereo not drawn)	6	-2	22	0.4	-0.1	0	2	18	11
CCCOc1ccc(-c2nnn(CC(=O)c3ccc4c(c3)OCCO4)n2)cc1	1	1	7	1.9	0.0	-12	-34	7	18
COc1ccccc1CNC(=O)COC(=O)COc1ccccc1F	1	0	-6	/	0.4	2	/	-6	7
Cc1cnn(C(=O)c2cc(-c3ccccc3)nc3ccccc23)c1	1	7	-2	-3.0	0.3	2	-4	-4	-13
CCNC(=S)Nc1ccc2c(c1)oc1ccccc12	3	3	7	-1.8	0.0	-1	-1	8	2
O=C(Nc1cccn(Cc2ccccc2)c1=O)NC1CCCCC1	2	11	-2	-1.7	-0.1	-2	-5	2	11
O=C(c1ccco1)N1CCN(c2ccc(Cl)c(Cl)c2)CC1	3	2	-6	0.4	0.1	2	1	-4	-5
COc1cccc(C(=O)Nc2ccc(NC(C)=O)cn2)c1	4	-2	3	-0.8	-0.1	-5	-3	4	-1
O=C1NCCN1CCNS(=O)(=O)c1ccc(F)c(Cl)c1	9	5	10	1.9	0.0	-2	-5	7	16
Cc1ccc(S(=O)(=O)NCCC(=O)OCC(=O)Nc2cccc(S(=O)(=O)NC3=NCCCCC3)c2)cc1	0	3	0	0.3	-0.1	8	-1	-3	-2
COc1ccc(N2CCN(c3ccc(S(=O)(=O)N(C(C)C)C(C)C)cn3)CC2)cc1	0	3	4	-1.8	-0.1	1	2	4	-4
O=C1c2ccccc2NC(c2ccc(Cl)cc2Cl)N1Cc1ccccc1 (stereo not drawn)	1	-3	-7	0.2	-0.2	-6	2	-6	10
Nc1nncn1C(=O)c1c(Cl)cccc1Cl	0	5	4	-1.9	-0.1	-1	2	-1	6
Cc1ccc(CSc2nnc([C@@H]3CCCN3)o2)cc1	2	4	10	2.1	-0.1	-3	6	7	14
COC(=O)c1cnn2c1C(=O)N(Cc1cccs1)CC2	4	6	-4	-2.6	0.0	0	1	-1	2
N#Cc1ccc(C(c2nnnn2Cc2ccccc2)N2CCCC2)cc1 (stereo not drawn)	4	1	0	-1.2	0.0	2	3	3	7
Cc1ccc(-c2nnc(NC(=O)c3ccco3)o2)c(C)c1	1	-6	10	-1.9	0.1	-3	-1	3	-9
C=C(C)CN(CC)C(=O)c1ccc(OC2CCN(S(=O)(=O)N(C)C)CC2)cc1	2	5	-6	0.1	0.0	-4	-2	4	-14
COc1ccc(CC(=O)NNC(=O)Cc2ccc(OC)cc2)cc1	1	1	2	0.4	-0.2	4	1	5	-9
CCOC(=O)C1C(c2ccc([N+](=O)[O-])cc2)C2C(=O)NN=C2CC1(C)O (stereo not drawn)	1	3	4	-3.0	0.1	3	-1	1	2
O=C(OCC(=O)c1ccccc1Cl)C1=NN(c2ccccc2)C(=O)CC1	2	3	/	/	0.1	/	/	/	6
COC(=O)c1c(N)n(CCCN2CCOCC2)c2nc3ccccc3nc12	0	-1	2	-1.3	-0.1	0	-1	4	-12
Cc1nc2cc3nc(C(F)(F)F)[nH]c3cc2[nH]1	5	0	16	-0.3	-0.2	-5	1	6	-7
Cn1cnc(C(F)(F)F)c1-c1ccc([N+](=O)[O-])cc1	1	9	3	1.9	-0.1	-1	0	3	22
COc1ccc(-c2sc3ccccc3c2-c2ccc(OCCN3CCCCC3)cc2)cc1	0	-2	/	/	-0.1	/	/	/	6
Cc1ccnc(NC(=O)/C=C/c2cccs2)c1	4	1	6	-0.3	0.3	6	6	9	14
N#Cc1ccc(NC(=O)CN2C(=O)NC3(CCCC3)C2=O)cc1	0	4	-12	0.4	0.0	1	1	4	0
CCN(CC(=O)Nc1ccc(NC(C)=O)cc1)C(=O)/C=C/c1ccccc1	2	5	-8	1.3	0.0	-2	-3	-4	2
CCN(C(=O)CSc1nc2ccc([N+](=O)[O-])cc2s1)C1CCS(=O)(=O)C1 (stereo not drawn)	0	-1	0	1.1	-0.3	3	-1	-1	5
O=C(NCc1ccccc1)C1CCC(=O)N(CCCN2CCCC2=O)C1 (stereo not drawn)	0	0	2	-0.6	0.1	-4	0	0	-101
CC(C)Oc1cccc(C(=O)Nc2ccc(N3CCN(C)CC3)cc2)c1	0	-1	3	-1.1	0.0	4	1	10	10

Single records, from the list above:
Cn1cnc(C(F)(F)F)c1-c1ccc([N+](=O)[O-])cc1 is entered as GRK2 inh = 1; GLD-1 TGE inh = 9; MCL1 BIM primary = 3; MEX-5 binding = 1.9; Efflux pump inh = -0.1; PME-1 primary = -1; Fam108B inh = 0; Bcl-xL primary = 3; VLA-4 inh = 22
C=C(C)CN(CC)C(=O)c1ccc(OC2CCN(S(=O)(=O)N(C)C)CC2)cc1 is entered as GRK2 inh = 2; GLD-1 TGE inh = 5; MCL1 BIM primary = -6; MEX-5 binding = 0.1; Efflux pump inh = 0.0; PME-1 primary = -4; Fam108B inh = -2; Bcl-xL primary = 4; VLA-4 inh = -14
COc1ccc(CC(=O)NNC(=O)Cc2ccc(OC)cc2)cc1 is entered as GRK2 inh = 1; GLD-1 TGE inh = 1; MCL1 BIM primary = 2; MEX-5 binding = 0.4; Efflux pump inh = -0.2; PME-1 primary = 4; Fam108B inh = 1; Bcl-xL primary = 5; VLA-4 inh = -9

Additional structures follow.
SMILES	GRK2 inh	GLD-1 TGE inh	MCL1 BIM primary	MEX-5 binding	Efflux pump inh	PME-1 primary	Fam108B inh	Bcl-xL primary	VLA-4 inh
O=C(NC1CCCCC1)c1cc(S(=O)(=O)N2CCOCC2)c(Cl)cc1Cl	3	2	-3	2.1	0.3	0	0	5	10
CC(C)N(Cc1nc(-c2ccccc2)no1)C(=O)CN(C)S(=O)(=O)c1ccc(Br)cc1	1	-1	5	/	0.2	3	2	2	0
CS(=O)(=O)N1CCN(c2ccc(NC(=O)COc3ccccc3[N+](=O)[O-])cc2)CC1	0	-4	11	-0.2	-0.1	5	4	3	1
COc1cc(SC)ccc1C(=O)N(C)CC(=O)Nc1cccc2ccccc12	0	6	1	/	-0.1	3	/	4	24
Cc1c(C(=O)N2CCCCC2)c(S(=O)(=O)N2CCN(c3ccc(Cl)cc3)CC2)c(C)n1C	0	3	-2	-2.5	0.0	4	-2	-1	1

In a second layout: entries from further up
> COc1cc(SC)ccc1C(=O)N(C)CC(=O)Nc1cccc2ccccc12
  GRK2 inh = 0	GLD-1 TGE inh = 6	MCL1 BIM primary = 1	MEX-5 binding = /	Efflux pump inh = -0.1	PME-1 primary = 3	Fam108B inh = /	Bcl-xL primary = 4	VLA-4 inh = 24
> Cc1c(C(=O)N2CCCCC2)c(S(=O)(=O)N2CCN(c3ccc(Cl)cc3)CC2)c(C)n1C
  GRK2 inh = 0	GLD-1 TGE inh = 3	MCL1 BIM primary = -2	MEX-5 binding = -2.5	Efflux pump inh = 0.0	PME-1 primary = 4	Fam108B inh = -2	Bcl-xL primary = -1	VLA-4 inh = 1
